# hcGAS lum: inhibitors of human cGAS | Q8N884 | 290,000 tested, 0.081% active | recombinant h-cGAS, ATP depletion, Kinase-Glo luminescence | inhibition, % at 12.5 µM;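 further: 0% = vehicle reaction and 100% = reaction without DNA for no activity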
# Target sequence (Q8N884 whole entry, looked up): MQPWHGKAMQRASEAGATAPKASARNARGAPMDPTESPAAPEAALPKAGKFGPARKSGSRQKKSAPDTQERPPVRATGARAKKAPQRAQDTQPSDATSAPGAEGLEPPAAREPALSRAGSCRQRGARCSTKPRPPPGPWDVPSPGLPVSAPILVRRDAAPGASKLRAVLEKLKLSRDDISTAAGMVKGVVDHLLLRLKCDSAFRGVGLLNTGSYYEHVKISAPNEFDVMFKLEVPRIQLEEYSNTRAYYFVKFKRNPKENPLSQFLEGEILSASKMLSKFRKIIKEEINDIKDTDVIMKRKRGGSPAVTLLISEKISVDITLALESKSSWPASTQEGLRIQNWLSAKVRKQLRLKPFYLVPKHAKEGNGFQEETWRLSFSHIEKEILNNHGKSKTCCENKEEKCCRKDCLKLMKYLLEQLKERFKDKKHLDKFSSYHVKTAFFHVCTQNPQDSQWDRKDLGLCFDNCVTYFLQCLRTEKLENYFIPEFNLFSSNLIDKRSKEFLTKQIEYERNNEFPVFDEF
# mcGAS inh: inhibitors of mouse cGAS; recombinant cGAS, Kinase-Glo ATP depletion luminescence; inhibition, % at 12.5 µM; 160,000 tested, 0.15% active; AID 1259399;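 further: 0% = negative control wells and 100% = reference inhibitor with no enzyme activity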
# NPYLR7 ag: activates Aedes aegypti NPYLR7 receptor | 270,000 tested, 0.15% active | activation, % at 10 µM | HEK293T NPYLR7/Galpha15, GCaMP6s calcium fluorescence; in the data active means activation above about 40%;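 further: 0% = vehicle and 100% = reference agonist at the receptor; some compounds past the cut are filed as inactive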
# An asterisk follows results filed as active; · = not tested or not shown; & = joins results of further samples. Unless noted, no stated cut-off is given here; in the data, active means inhibition above about 40%; inactive means the rest.
Molecule	hcGAS lum	mcGAS inh	NPYLR7 ag
COC(=O)CSc1nnc(-c2cc(-c3ccccc3)nc3ccccc23)n1CC1CCCO1 (stereo not drawn)	-7	-7	-2
COc1cc(NC(=O)c2ccc(-c3cnn(C)c3)c3ccoc23)cc(OC)c1OC	-5	-8	6
CCC(=O)Nc1ccc(NC(=O)Cn2nc(C)c(C)c2C)cc1Cl	-5	·	-2
COCCN(CC(=O)N(CCc1ccc(OC)c(OC)c1)Cc1ccc(C)o1)S(=O)(=O)c1ccc(C)cc1	-3	-5	-2
Cc1cccc(C)c1-c1nc2cc(Cl)ccc2c(=O)n1Cc1ccccc1	-2	-4	7
O=C(NCc1nnnn1-c1ccc(Cl)cc1)c1ccccc1C(F)(F)F	-7	-8	4
Clc1ccc(CSC(Cn2ccnc2)c2ccc(Cl)cc2Cl)cc1 (stereo not drawn)	3&5&-4	-5	-13&2&4
COc1cccc(-n2cnnc2SCC(=O)NC(C)C(C)C)c1 (stereo not drawn)	-7	·	-3
CC(C)(O)C#Cc1cccc(C(=O)N2CCCC(OCc3cccnc3)C2)c1 (stereo not drawn)	-4	·	-4
CC(C)CN1C[C@H](Oc2ccccn2)[C@H]2C[C@@H]1Cc1c2[nH]c2ccccc12	-1	-5	24
CSc1ccc(CN2C(=O)CON=C2Cc2ccccc2)cc1	2	·	5
NC(c1ccc(F)cc1)C1CCCO1 (stereo not drawn)	-8	-5	10
CC(C)(C)CC(=O)N1CCN(c2nc(Cc3ccccc3)nc3cc(Cl)ccc23)CC1	-2	-8	5
COc1ccccc1CN1C(=O)C2C3C=CC(C3)C2C1=O (stereo not drawn)	-3	-6	-11
C=CCn1c(=O)c2c(nc3n(CCc4ccc(OC)c(OC)c4)c(C)cn23)n(C)c1=O	-5	-7	8
C=CCN(CC(=O)N1N=C(c2ccc(C)cc2C)CC1c1ccc(C)cc1)C1CCCC1 (stereo not drawn)	-2	-4	1
COc1ccc2cc(C(=O)NC(C)=O)c(=Nc3ccccc3F)oc2c1	4	-7	-4
Cc1ccc(NC(=O)Nc2c(C)nc3sccn3c2=O)cc1C	-8	-9	0
C=CCNC(=O)Nc1ccc2c(c1)C(N1CCOCC1)=Nc1cc(Cl)ccc1O2	-9	-7	·
CCOC(=O)c1csc(NC(=O)c2ccnn2CC)n1	4	0	3
O=S(=O)(NC(C1CC1)C1CC1)c1ccc(-c2ccccc2)cc1	-5	·	3
CC[C@H]1OC(=O)[C@H](C)[C@@H](O[C@H]2C[C@@](C)(OC)[C@@H](O)[C@H](C)O2)[C@H](C)[C@@H](O[C@@H]2O[C@H](C)C[C@H](N(C)C)[C@H]2O)[C@](C)(O)C[C@@H](C)C(=O)[C@H](C)[C@@H](O)[C@]1(C)O	0&0&2	-4	-1&-7&-2
CN(C)CCNc1nc(-c2cnn(Cc3ccccc3)c2)c2sccc2n1	-12	·	6
CC(C)C(=O)Oc1ccc(NC2=NS(=O)(=O)c3ccccc32)cc1	-7	-5	-2
C#CCn1c(=NC(=O)c2ccc3ncsc3c2)sc2cc(S(N)(=O)=O)ccc21	-9	·	6
CC1CN(S(=O)(=O)c2ccccc2Cl)CCO1 (stereo not drawn)	-3	-8	-4
CC(C)(C)c1ccc(C(=O)N2CCC2(C)C(=O)NS(C)(=O)=O)cc1 (stereo not drawn)	-12	·	3
O=S(=O)(Nc1ncccn1)c1ccccc1	-5	-3	-3
CCCCNC(=O)CN1C(=O)COc2ccc(C(=O)COc3ccccc3CC)cc21	2	1	·
Cc1nc(-c2ccccc2)sc1C(=O)N(C)C1CCS(=O)(=O)C1 (stereo not drawn)	3	·	1
O=C(NCCn1ncc2c(=O)n(Cc3ccc([N+](=O)[O-])cc3)cnc21)c1ccccc1C(F)(F)F	-5	-7	0
CCOC(=O)c1c(N)c(C(=O)c2ccc(C)cc2)n2ccccc12	-8	-10	-2
COCCCN(CC(=O)Nc1cc(C(C)(C)C)nn1-c1ccc(C)cc1C)C(=O)c1ccco1	3	-4	·
CC(=O)Nc1cnc(-c2ccccc2F)cn1	-2	·	1
CSCCC(=O)NC1CCCN(CCCc2ccccc2)C1 (stereo not drawn)	0	·	-7
CN(c1ccccc1)S(=O)(=O)c1cn(C)c(=O)n(C)c1=O	-3	·	5
COCCN(Cc1c(-c2ccccc2)noc1N1CCCCC1C)C(=O)c1cccc(F)c1 (stereo not drawn)	-6	-8	9
CCc1cc(=O)n(CC(=O)Nc2cccc(C)c2C)c(-n2nc(C)cc2C)n1	-4	-7	0
CCC(C)C(NC(=O)Nc1c(Cl)cccc1Cl)C(=O)Nc1nnc(-c2cccc(Cl)c2)s1 (stereo not drawn)	-4	30	9
CN1CCN([C@H]2CN(Cc3cn[nH]c3-c3cccc(F)c3)C[C@@H]2O)CC1	-5	·	0
CCOc1ccc(NC(=O)C2CC=CCC2C(=O)N2CCc3ccccc3C2)cc1 (stereo not drawn)	-7	-4	-5
CCc1nc2c(OCc3ccccc3)cccn2c1N(C)C(=O)c1cccc(OC)c1	-5	-3	-3
Cc1nn2c(nnc3c(=O)n(-c4ccc(F)c(F)c4)ccc32)c1-c1cccc(Cl)c1	-7	·	24
CN1OC(C)(CC(=O)NCc2ccccc2)N=C1c1ccccc1 (stereo not drawn)	3	·	0
FC(F)c1nnc2ccc(N3CCC4(CCOC4)C3)nn12 (stereo not drawn)	-4	·	5
Cc1cc(CN2CCC(C3CCNC3)CC2)n(C)n1 (stereo not drawn)	-11	-6	·
CN(Cc1cccnc1)C(=O)CC1C(=O)NCCN1Cc1ccc(-c2ccccc2)cc1 (stereo not drawn)	-5&-2	·	19&-1
Cc1ccc(C(CNC(=O)c2cccc3ccnn23)N2CCOCC2)o1 (stereo not drawn)	-6	·	1
Cc1ccc(OCCS(=O)(=O)N2C[C@@H]3CC[C@H](C2)N(CC2CC2)C3)cc1	-12	-7	·
CN(CC(=O)NC1CCCCCCC1)Cc1nc(-c2cccnc2)no1	-1	-5	-3

# Continued:
Molecule	hcGAS lum	mcGAS inh	NPYLR7 ag
CNC(=O)[C@@H]1C[C@H]2CN(CCOC)C(=O)c3cccc(c32)N1C(=O)c1cc(C)oc1C	-10	-8	5
O=c1c2nnn(Cc3ccccc3F)c2ncn1Cc1ccccc1Cl	-2	·	9
O=C(N[C@@H]1CCCCC1NC(=O)C1CCCN(C(=O)/C=C/c2ccccc2)C1)c1ccc(F)cc1 (stereo partly drawn)	-4	-4	-3
CC12CCC(C(=O)N3CCCCC3)(OC1=O)C2(C)C (stereo not drawn)	-10	·	-2
Fc1ccc(-c2nc(-c3ccc(C#Cc4ccccc4)s3)[nH]c2-c2ccc(F)cc2)cc1	-2	·	7
O=C1OC(/C=C/c2ccccc2)=NC/1=C/c1ccc2c(c1)OCO2	-5	-5	-3
CSc1ccc(C2c3[nH]c4ccccc4c3CCN2C(=O)c2csc(C(C)=O)c2)cc1 (stereo not drawn)	-13	-13	6
Cc1cccc(C(=O)Oc2c(S(=O)(=O)c3ccccc3)c(C)nn2C(C)(C)C)c1	1	-6	1
COC(=O)Nc1snc(C)c1C(=O)O	-4	·	1
COc1cc2c(cc1OC)C1CN(C(=O)c3cccc(C(F)(F)F)c3)CC(=O)N1CC2 (stereo not drawn)	-6	-8	29

# Part of the list above, as labelled records:
> O=C(NCc1nnnn1-c1ccc(Cl)cc1)c1ccccc1C(F)(F)F
  hcGAS lum: -7; mcGAS inh: -8; NPYLR7 ag: 4
> CN1OC(C)(CC(=O)NCc2ccccc2)N=C1c1ccccc1 (stereo not drawn)
  hcGAS lum: 3; mcGAS inh: ·; NPYLR7 ag: 0
> O=C(N[C@@H]1CCCCC1NC(=O)C1CCCN(C(=O)/C=C/c2ccccc2)C1)c1ccc(F)cc1 (stereo partly drawn)
  hcGAS lum: -4; mcGAS inh: -4; NPYLR7 ag: -3
> CN(C)CCNc1nc(-c2cnn(Cc3ccccc3)c2)c2sccc2n1
  hcGAS lum: -12; mcGAS inh: ·; NPYLR7 ag: 6

# Next section
Molecule	hcGAS lum	mcGAS inh	NPYLR7 ag
Cc1ccccc1-n1c(Cc2ccccc2)nnc1SCCCCC(=O)N1CCN(C(=O)NC2CCCCC2)C(C)C1 (stereo not drawn)	-7	-4	·
COc1ccc(Oc2cc(C(C)C)nc(SCc3ccccc3C)n2)cc1	-6	-5	-1
CN(CC(=O)NCc1ccccc1CN1CCOCC1)Cc1c(F)cccc1Cl	-9	·	7
COc1ccccc1-c1cccc(-c2cccc(NC(=O)c3ccc(F)c(Cl)c3)c2)n1	-8	-7	7
Cc1cccc2c(=O)n(CCC(=O)Nc3c4c(nn3C)CCC4)cnc12	-1	·	-1
CN(Cc1n[nH]c2c1CCCC2)C(=O)CCNC(=O)c1ccccc1F	-4	·	-3
Cc1cc(=O)n2ncnc2n1Cc1ccccc1	-1	-6	6
COC(=O)[C@@H]1C[C@H](O)CN1Cc1nc2ccc(F)cc2o1	-7	·	5
Nc1nc(CCNC(=O)c2scc3c2CCCC3)cs1	2	·	-4
COCC(C)NS(=O)(=O)c1sc2c(c1C(=O)OC)CCN(Cc1cc(C)ccc1C)C2 (stereo not drawn)	-11	·	4
Cc1cccc(CO[C@]2(C(=O)NCCCn3ccnc3)CC(OCc3cccc(F)c3F)[C@@H]3OC(C)(C)O[C@@H]3C2)c1 (stereo partly drawn)	-4	-2	18
Cc1oc2ncn(CC(C)C)c(=O)c2c1C(=O)NC(C)CC12CC3CC(CC(C3)C1)C2 (stereo not drawn)	1	-2	·
CC(=O)Nc1cc(S(=O)(=O)NC2CCC(C)CC2)ccc1F (stereo not drawn)	-3	·	1
CC(C)c1ccc(CC(=O)N2CCC2(C)C(=O)NS(=O)(=O)c2cccc(OC(F)F)c2)cc1 (stereo not drawn)	-9	-5	0
c1ccc(-c2nc3c(ccc4ccccc43)[nH]2)cc1	11	·	6
COc1ccc(C(=O)C(C(c2ccccc2)N2CCOCC2)N2CCOCC2)cc1 (stereo not drawn)	6	·	1
CCCC(O)CN(Cc1cccn1Cc1ccccc1)CC(C)C (stereo not drawn)	-8	-7	·
O=C(CCN1CCc2ccccc21)Nc1cccc(Cl)c1	-3&1	·	10&-5
O=C(Nc1ccc(Br)cc1)Nc1ccc(N2CCCC2)c(C(=O)NCc2ccccc2)c1	-8	-7	-6
Cc1ccccc1-c1nn(CN2CCC(C(=O)c3ccccc3)CC2)c(=S)n1C	-6	-9	6

# Limited to NPYLR7 ag and mcGAS inh (5 entries from above):
SMILES	NPYLR7 ag	mcGAS inh
c1ccc(-c2nc3c(ccc4ccccc43)[nH]2)cc1	6	·
O=C(CCN1CCc2ccccc21)Nc1cccc(Cl)c1	10&-5	·
Cc1ccccc1-c1nn(CN2CCC(C(=O)c3ccccc3)CC2)c(=S)n1C	6	-9
COc1ccc(C(=O)C(C(c2ccccc2)N2CCOCC2)N2CCOCC2)cc1 (stereo not drawn)	1	·
Cc1cccc(CO[C@]2(C(=O)NCCCn3ccnc3)CC(OCc3cccc(F)c3F)[C@@H]3OC(C)(C)O[C@@H]3C2)c1 (stereo partly drawn)	18	-2

# Carrying on:
Molecule	hcGAS lum	mcGAS inh	NPYLR7 ag
CS(=O)(=O)NCCC(=O)N1CCCC(CCc2ccccc2F)C1 (stereo not drawn)	-1	·	-4
COc1ccccc1CNC(=O)c1cnn(-c2cc(-c3nc(C)no3)ccn2)c1C	-4	·	-11
CN(CC(=O)O)c1nc(Cc2ccc(Cl)cc2)ns1	-1	·	-15
CCOC(=O)c1nn(CCCc2ccccc2)c2c1CN(C(=O)c1cccnc1)CC2	-7	-16	8
O=C(O)c1occc1-c1cccs1	-6	·	0
CCN(CC)CCn1c(C)cn2c3c(=O)n(CCc4ccccc4)c(=O)n(C)c3nc12	-1	·	-2
O=C1NC(=O)C2CC=CCC12 (stereo not drawn)	-6	·	0
CC(C)CN(CC(C)C)c1nc(N)c(C#N)c(CC#N)c1C#N	-7	-5	-1
O=C(NCCOc1cccnc1)c1ccc(OC2CCN(CCc3ccccc3)CC2)cc1	-6	-3	-4
Cc1cccc(C(=O)Nc2c(C)nc3ccc(C)cn3c2=O)c1	-16	·	4

# Structures above that have a thiophene ring, fused or not:
Molecule	hcGAS lum	mcGAS inh	NPYLR7 ag
CN(C)CCNc1nc(-c2cnn(Cc3ccccc3)c2)c2sccc2n1	-12	·	6
Fc1ccc(-c2nc(-c3ccc(C#Cc4ccccc4)s3)[nH]c2-c2ccc(F)cc2)cc1	-2	·	7
CSc1ccc(C2c3[nH]c4ccccc4c3CCN2C(=O)c2csc(C(C)=O)c2)cc1 (stereo not drawn)	-13	-13	6
Nc1nc(CCNC(=O)c2scc3c2CCCC3)cs1	2	·	-4
COCC(C)NS(=O)(=O)c1sc2c(c1C(=O)OC)CCN(Cc1cc(C)ccc1C)C2 (stereo not drawn)	-11	·	4
O=C(O)c1occc1-c1cccs1	-6	·	0

# (continued)
Molecule	hcGAS lum	mcGAS inh	NPYLR7 ag
COc1ccc(NC(=O)N(Cc2ccco2)C2CC2)cc1	-16	·	1
CC(C)(C)NC(=O)N(Cc1ccccc1Cl)CC1CC(c2ccccc2Cl)=NO1 (stereo not drawn)	2	0	-4
Brc1ccc(OCc2ccccc2)c(CNc2nn[nH]n2)c1	-2	·	-16
COc1ccc(C2=NOC(CN(Cc3cccc(Cl)c3)C(=O)C3CC3)C2)cc1OC (stereo not drawn)	-12	-11	17
COCCN(Cc1ccc(OC)cc1)c1c(C)nc2ccc(C(=O)NCCCN(C)C)cn12	-6	-3	-3
C=CCN(C/C=C/c1ccccc1)C(=O)c1c(C)cc(C)[nH]c1=O	1	-2	-3
CCCN(CCC#N)C(=O)c1nc(Cc2ccccc2)n(-c2ccc(C)cc2)n1	1	0	·
O=C(CCn1cnc2ccccc2c1=O)Nc1cccc2c1CCCC2	-1	·	9

# Bioassay records as filed in PubChem BioAssay.
